V1R ag counter: agonists of human V1a receptor, primary screen, counter-screen for OXTR agonist project, fluorescence, CHO-V1R cells; Vasopressin V1a receptor (Homo sapiens), P37288; Fluo-8 calcium fluorescence, agonist mode; 0% DMSO, 100% 3 nM vasopressin; activation, % at 3 µM; 320,000 compounds, 0.25% hits;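 active = activation above the mean activation of all tested compounds plus 3 SD, per screening run, cut at about 20% in these data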;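 also: signal is peak over basal fluorescence ratio across a 100 second FLIPR read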
Target sequence (P37288 whole entry, looked up): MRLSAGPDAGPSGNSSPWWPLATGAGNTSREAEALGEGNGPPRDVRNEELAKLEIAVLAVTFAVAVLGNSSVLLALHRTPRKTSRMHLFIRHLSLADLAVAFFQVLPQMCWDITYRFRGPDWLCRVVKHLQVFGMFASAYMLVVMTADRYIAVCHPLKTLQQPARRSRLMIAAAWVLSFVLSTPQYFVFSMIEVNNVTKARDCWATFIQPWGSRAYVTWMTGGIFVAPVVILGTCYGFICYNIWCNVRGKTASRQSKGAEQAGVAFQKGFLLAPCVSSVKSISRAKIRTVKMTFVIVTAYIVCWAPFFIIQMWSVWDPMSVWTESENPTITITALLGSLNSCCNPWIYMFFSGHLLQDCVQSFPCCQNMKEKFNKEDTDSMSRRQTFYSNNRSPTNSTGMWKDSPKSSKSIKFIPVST
TAAR1 antag: human TAAR1 antagonists, primary screen, Fluo-8 calcium fluorescence, CHO RD-HGA16 cells. Trace amine-associated receptor 1 (Homo sapiens), Q96RJ0. antagonist. inhibition, % at 3 µM. 360,000 compounds, 1.5% hits. AID 624466, 2012;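 active = inhibition above a per-plate cutoff, the mean inhibition of test compounds on that plate plus 3 SD, cut at about 49% in these data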;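 also: 0% = DMSO plus EC80 beta-PEA response and 100% = DMSO alone without agonist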
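Test system: hTAAR1-expressing CHO RD-HGA16 cells, Gα16-coupled; Probe or stimulus: EC80 β-phenethylamine stimulus; Compound dosing: single nominal final test compound concentration of 3 µM; Timing: 140 s kinetic read after compound, 140 s after agonist; Signal: Fluo-8 calcium-sensitive fluorescence; Measure: % inhibition of agonist calcium response; Controls: DMSO and EC80 PEA controls.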
OXTR potentiate: human OXTR potentiators, primary screen, fluorescence, CHO-OTR cells, Fluo-8 calcium; Oxytocin receptor (Homo sapiens), P30559; Fluo-8 calcium fluorescence, potentiator mode; 0% = oxytocin EC15, 100% = EC100; activation, % at 3 µM; 320,000 compounds, 0.061% hits; AID 2445, 2010;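 active = activation above that plate's cutoff, the mean activation of tested compounds plus 3 SD, cut at about 6.6% in these data, passing the limit was not always enough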;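 also: 100% uses oxytocin at 75 nM as the full agonist control; some results filed as inactive read as strong as hits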
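Assay system: CHO cell line stably expressing human OTR | Also added: Oxytocin at about EC15, sub-maximal agonist stimulus | Times: Compound 6 min at room temperature before oxytocin, 100 s read | Measured by: Fluo-8 intracellular calcium fluorescence, ex 470-495, em 515-575 nm | Controls: EC15 oxytocin alone as 0%, 75 nM oxytocin as 100%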
M1 ag: human M1 muscarinic receptor agonists, primary screen, Fluo-8 calcium fluorescence, CHO-K1 cells, HTS | CHO-K1 hM1, agonist mode; 0% DMSO, 100% acetylcholine EC100 | 360,000 compounds, 0.33% hits | activation, % at 3 µM | AID 588814, 2011 | Muscarinic acetylcholine receptor M1 (Homo sapiens), P11229;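 active = activation above the run's mean compound activation plus 3 SD, cut at about 16% in these data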;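 also: peak over basal fluorescence ratio within a 140 s kinetic read after compound addition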
Target sequence (P11229 whole entry, looked up): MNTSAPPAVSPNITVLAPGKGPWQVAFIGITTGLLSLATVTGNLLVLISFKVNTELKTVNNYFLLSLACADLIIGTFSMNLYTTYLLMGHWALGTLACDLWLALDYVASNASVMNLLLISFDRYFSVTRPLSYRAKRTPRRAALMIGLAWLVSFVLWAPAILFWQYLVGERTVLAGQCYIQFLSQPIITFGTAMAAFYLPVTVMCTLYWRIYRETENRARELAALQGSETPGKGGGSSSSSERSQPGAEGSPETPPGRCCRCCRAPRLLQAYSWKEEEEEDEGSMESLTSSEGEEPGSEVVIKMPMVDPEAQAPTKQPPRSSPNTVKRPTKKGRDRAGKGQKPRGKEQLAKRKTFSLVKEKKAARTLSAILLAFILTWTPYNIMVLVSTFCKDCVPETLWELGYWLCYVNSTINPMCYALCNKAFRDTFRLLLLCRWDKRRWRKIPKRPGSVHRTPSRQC
M1 PAM: human M1 muscarinic receptor positive allosteric modulators, primary screen, CHO-K1 cells, Fluo-8 calcium fluorescence, 1536-well; AID 588819, 2011; 360,000 compounds, 0.088% hits; activation, % at 3 µM; CHO-K1 hM1, ACh EC20; 0% = ACh EC20, 100% = maximal ACh; in the data active = activation above about 19%, passing the limit was not always enough
M1 antag: human M1 muscarinic receptor antagonists, primary screen, CHO-K1 cells, Fluo-8 calcium fluorescence, 1536-well; Muscarinic acetylcholine receptor M1 (Homo sapiens), P11229; inhibition, % at 3 µM; CHO-K1 hM1, ACh EC80 antagonist; 360,000 compounds, 1.3% hits;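 active = percent inhibition above its own plate's cutoff, namely the mean of that plate's compound wells plus 3 SD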;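 also: peak over basal fluorescence ratio during 140 s after agonist addition; 0% = ACh EC80 plus DMSO and 100% = DMSO alone without agonist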
TAAR1 agonist: human TAAR1 agonists, primary screen, Fluo-8 calcium fluorescence, CHO RD-HGA16 cells; Trace amine-associated receptor 1 (Homo sapiens), Q96RJ0; vehicle wells 0%, saturating PEA agonist 100%; activation, % at 3 µM; 360,000 compounds, 0.99% hits; AID 624467, 2012;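 active = activation above the mean activation of all test compounds in the run plus 3 SD, cut at about 38% in these data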
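Assay system – CHO-derived RD-HGA16 cells with stable Gα16 and human TAAR1 · Compound dosing – one-point dosing at 3 µM (nominal) · Incubation – 17-24 h seeding, 75 min 37 °C dye, 30 min RT · Measured by – kinetic Fluo-8 calcium fluorescence · Control set – DMSO vehicle as 0%, PEA at EC100 as 100% · Repeats – single well for each compound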
CHO parental Ca: ATP-evoked calcium signal inhibitors, parental CHO, primary screen, counter-screen for OX1R antagonist project, cell-based, fluorescence, Fluo-8 calcium dye; parental CHO-K1, ATP-induced calcium, Fluo-8 fluorescence; inhibition, % at 5.6 µM; 330,000 compounds, 0.63% hits; AID 463079, 2010;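 active = inhibition above that plate's mean sample inhibition plus 3 SD, cut at about 26% in these data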;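 also: 0% = ATP-challenged DMSO wells and 100% = DMSO wells without ATP; some compounds past the cut are filed as inactive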
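Material: Parental CHO cells | Reagent: ATP | Compound dosing: Single nominal dose of 5.6 µM per compound | Detection: Intracellular calcium via Fluo-8 no-wash fluorescent dye | Read-out: % inhibition of ATP-induced calcium mobilization | Benchmarks: Low control ATP plus DMSO, high control DMSO only | Replicates: Singlicate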
OXTR ag: human OXTR agonists, primary screen, fluorescence, CHO-OTR cells, Fluo-8 calcium; Oxytocin receptor (Homo sapiens), P30559; Fluo-8 calcium fluorescence; normalized: DMSO 0%, oxytocin 100%; activation, % at 3 µM; 320,000 compounds, 0.32% hits; AID 2435, 2010;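 active = activation above the mean of all tested compounds plus 3 SD, cutoff set per screening run, cut at about 20% in these data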;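 also: peak over basal fluorescence ratio from a 100 s FLIPR kinetic read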
An asterisk follows results filed as active; x = not tested or not shown.

Compound	V1R ag counter	TAAR1 antag	OXTR potentiate	M1 ag	M1 PAM	M1 antag	TAAR1 agonist	CHO parental Ca	OXTR ag
NC(c1ccccc1)c1csc(Nc2cc(Oc3ccccc3)ncn2)n1 (stereo not drawn)	x	25	x	-6	-30	60*	24	x	x
NCCCC[C@@H](C(=O)NCCCCCCCCCCC(=O)N1CCNCC1)n1cc(CCO)nn1	0.5	-5	-3	-15	-6	11	11	2	0.8
COc1cccc(NC(=O)CCN2CCN(C)CC2)c1	0.1	-37	-1	-3	6	-30	8	4	0.1
Cc1c(NC(=O)c2cc(=O)[nH]c3ccccc23)c(=O)n(-c2ccccc2)n1C	-0.4	1	-17	2	13	-5	0	1	0.5
CCOc1ccc(CCNC(=O)COC(=O)c2cc(OC)cc(OC)c2)cc1OCC	-0.9	-14	9.8*	-6	0	5	-2	-17	-1.9
O=C1CC(c2ccccc2)c2cc(O)ccc2O1 (stereo not drawn)	3.3	3	1	5	12	-3	0	12	3.8
Cc1ccc(C(=O)N/C(=C\c2ccco2)C(=O)NCC2CCCO2)cc1C (stereo not drawn)	1.1	-15	-1	-3	1	1	-3	-17	-0.3
CCOc1ccc(NC(=O)c2ccc(CNc3c(N4CCCC4)c(=O)c3=O)cc2)cc1	-0.8	-21	-10	-6	11	-20	0	-11	-0.8
Oc1ccc(/C=N/N2CCN(C3c4ccccc4-c4ccccc43)CC2)cc1	0.5	-7	-1	-3	6	-9	8	-12	-0.3
COC(=O)c1c(C)[nH]c(-c2csc(N)n2)c1C	0.5	7	-7	-8	12	-10	4	2	-0.7
CCCN1CCN(CCCNC(=S)Nc2ccc3nc(N4CCN(CC)CC4)cc(C)c3c2)CC1	0.2	-12	-6	-8	-2	-3	-2	7	0.0
Cc1ccc2[nH]c(=O)c(CN(CCCN3CCOCC3)C(=O)Nc3cccc(Cl)c3)cc2c1	1.7	17	-1	-2	-4	5	6	-5	1.7
CC(=O)c1c(C)[nH]c(C(=O)CSc2nnc3ccccn23)c1C	0.1	-10	-6	-2	-5	5	2	9	0.5
CCOc1cc(N2CCOCC2)c(OCC)cc1NC(=O)c1c(-c2ccccc2Cl)noc1C	0.2	-12	-1	-2	1	-1	-2	-21	-2.6
CCN(CC)S(=O)(=O)c1ccc2c(c1)N(CC(=O)N(CCc1ccncc1)C(C)C)C(=O)CO2	-0.1	-4	-10	-4	7	-4	4	-1	1.3
Cc1ccccc1CNC(=O)CCc1ccccc1	-0.9	9	-5	-7	-9	11	12	-21	-1.2
O=C(O)c1sccc1Oc1ccc(NS(=O)(=O)c2ccc(Cl)cc2)cc1	1.0	-2	-5	-6	2	-8	-2	-2	0.2
CC(=O)N1N=C(c2ccccc2O)CC1c1cccs1 (stereo not drawn)	1.3	6	-3	-3	-1	-7	2	-4	0.2
O=c1c(C(c2ccc(F)cc2)c2c(O)nc3n(c2=O)CCCS3)c(O)nc2n1CCCS2	-0.4	-20	-4	-1	19	-18	3	-7	-1.1
CCOC(=O)CCc1nc2ccccc2[nH]c1=O	1.2	-5	-5	-2	9	-12	2	-7	-0.5
COc1ccc(OC)c(C2C(C(C)=O)=C(C)Nc3ncnn32)c1 (stereo not drawn)	0.3	-7	-4	-4	2	1	0	-10	-0.8
Cn1cc([N+](=O)[O-])c(C(=O)Nc2ccc3nc(-c4ccccc4)[nH]c3c2)n1	0.1	4	3	-8	1	-9	2	-15	0.3
CCS(=O)(=O)N1CCC(C(=O)NCc2cccnc2)CC1	0.9	-2	1	-7	9	-5	1	2	0.5
CN1C(=O)CC(c2cn(Cc3ccccc3)c3ccccc23)C1=O (stereo not drawn)	-0.3	-9	-4	1	11	-14	-1	-12	-0.7
O=C(O)c1cc(-c2ccc(/C=N/N3C(=O)C4C5C=CC(CC5)C4C3=O)o2)ccc1Cl (stereo not drawn)	1.2	6	-6	0	6	-8	2	-3	-0.8
Cc1ccsc1-c1nc(C(N)=O)c2[nH]c(=O)n(-c3ccc(Cl)cc3)c2n1	0.8	-24	3	-2	10	-8	1	-9	1.4
Nc1ccc(N=Nc2ccccc2O)c(N)c1	-1.8	-6	1	-5	3	-4	2	-3	-0.5
Cc1nn(-c2ccccc2)c(N2CCCC2)c1/C=N/Nc1ccc(S(N)(=O)=O)cc1[N+](=O)[O-]	-0.1	-17	-6	-7	-2	6	-2	-12	-1.8
O=C(CN1CCOCC1)Nc1scc2c1c(=O)oc1ccccc12	-1.7	53*	-6	-3	-6	8	16	1	-0.2
CC1CCN(S(=O)(=O)c2ccc(Br)s2)CC1	-1.3	-5	-7	-8	-1	-4	-1	-5	-1.4

Three compounds already listed, arranged by heavy-atom count, rising:
Compound	V1R ag counter	TAAR1 antag	OXTR potentiate	M1 ag	M1 PAM	M1 antag	TAAR1 agonist	CHO parental Ca	OXTR ag
Cc1ccccc1CNC(=O)CCc1ccccc1	-0.9	9	-5	-7	-9	11	12	-21	-1.2
O=C(CN1CCOCC1)Nc1scc2c1c(=O)oc1ccccc12	-1.7	53*	-6	-3	-6	8	16	1	-0.2
Cc1ccsc1-c1nc(C(N)=O)c2[nH]c(=O)n(-c3ccc(Cl)cc3)c2n1	0.8	-24	3	-2	10	-8	1	-9	1.4

Next part:
Compound	V1R ag counter	TAAR1 antag	OXTR potentiate	M1 ag	M1 PAM	M1 antag	TAAR1 agonist	CHO parental Ca	OXTR ag
Cc1cccc(OCc2nnc(SC(C)C(=O)O)n2Cc2ccccc2)c1 (stereo not drawn)	0.1	0	0	-2	0	3	10	-10	0.5
Cc1ccc(C(=O)c2c3ccc([N+](=O)[O-])cc3[n+]([O-])n2CCCN)cc1	0.2	-12	-9	-10	-9	11	8	0	-0.5
COc1cc(CC(=O)NCc2ccc3c(c2)OCO3)cc(OC)c1OC	1.5	-1	-6	0	3	-18	4	-9	0.3
COc1ccc(C2CC(c3ccc(Cl)cc3)n3nc(N)nc3N2)cc1 (stereo not drawn)	1.7	-3	-7	-3	4	-4	5	-20	1.7
Cc1ccc(CCNC(=O)C2CCN(S(=O)(=O)c3ccc4c(c3)NC(=O)C(C)S4)CC2)cc1 (stereo not drawn)	7.9	61*	-15	0	-13	15	13	2	3.9
CCN(CC)S(=O)(=O)c1cc(NC(=O)CCc2c(C)noc2C)ccc1C	18	-4	0	-1	3	-11	2	-12	1.9
CCS(=O)(=O)c1ccc(O)c(NC(=O)CCCC(=O)O)c1	1.4	-32	-5	0	8	-15	3	-4	-0.5
Cc1cccn2c(=O)c3cc(C(=O)N4CCCCC4C)sc3nc12 (stereo not drawn)	0.3	-21	5	-4	7	-6	3	-13	-0.1
COc1cc(C(=O)Nc2nc3ccc4nc(C)sc4c3s2)cc(OC)c1OC	0.1	-29	-4	-1	7	-7	7	-6	0.3
C=CCNC(=O)CN1C(=O)NC(C)(c2ccc(OC)cc2)C1=O (stereo not drawn)	0.3	0	-11	0	-1	-2	-3	-4	0.7
O=C1CCCC2=C1C(c1ccncc1)n1c(nc3ccccc31)N2 (stereo not drawn)	0.8	-5	-6	-1	5	-4	4	-3	-0.1
Cc1ccc(C)c2c1[nH]c1ccc([N+](=O)[O-])cc12	-0.7	12	-4	-5	-10	15	3	-8	-2.0
C/C(=N\NS(=O)(=O)c1ccccc1)c1ccc2c(c1)OCO2	-0.3	1	-5	-3	9	-14	7	-8	-0.4
Cc1nn(Cc2ccccc2)c2sc(C(=O)NCc3cccnc3)cc12	3.8	-7	0	-3	4	-2	3	-21	0.8
CCOC(=O)N1CCN(C(=O)CSc2ccc(-c3cccnc3)nn2)CC1	0.9	-14	8	x	x	x	2	1	0.4
CN1CCN(S(=O)(=O)c2ccc3c(c2)oc(=O)n3C)CC1	4.5	-2	-4	-2	5	-5	0	0	4.5
COc1ccc(NC(=O)COC(=O)Cc2c[nH]c3ccccc23)cc1Cl	1.7	8	-5	1	4	-11	16	-14	3.6
CNC(=O)C(=O)NCCN1CCN(S(=O)(=O)c2ccc3ccccc3c2)CC1	x	-27	x	-4	4	-8	2	x	x
CCN(CC(=O)Nc1ccccc1C(F)(F)F)C(=O)CSCc1ccc(C)cc1	3.0	8	-8	0	5	-8	6	-22	0.1
CCOC(=O)N1CCN(C(=O)C2COc3ccccc3O2)CC1 (stereo not drawn)	-0.4	-17	-7	-2	12	-19	16	-13	3.2
CCNC(=S)NNC(=O)c1ccoc1C	-0.4	9	-18	0	6	-7	8	3	1.9
